ALOX12 inh – ALOX12 (human) lipoxygenase inhibition; 580,000 compounds, 1.1% hits; Potency, µM (doses to about 108 µM), without a hit: at the highest dose activity change, negative = inhibition, actives largely listed as inhibitors; AID 1671190; purified 12hLO, xylenol orange hydroperoxide absorbance; active = well fitted inhibition curve with a large enough effect; inconclusive = small, poorly fitted or top-dose-only effect, or another doubt; inactive = no such curve, though single readings can be large or run the other way
Target sequence (P18054 whole entry, looked up): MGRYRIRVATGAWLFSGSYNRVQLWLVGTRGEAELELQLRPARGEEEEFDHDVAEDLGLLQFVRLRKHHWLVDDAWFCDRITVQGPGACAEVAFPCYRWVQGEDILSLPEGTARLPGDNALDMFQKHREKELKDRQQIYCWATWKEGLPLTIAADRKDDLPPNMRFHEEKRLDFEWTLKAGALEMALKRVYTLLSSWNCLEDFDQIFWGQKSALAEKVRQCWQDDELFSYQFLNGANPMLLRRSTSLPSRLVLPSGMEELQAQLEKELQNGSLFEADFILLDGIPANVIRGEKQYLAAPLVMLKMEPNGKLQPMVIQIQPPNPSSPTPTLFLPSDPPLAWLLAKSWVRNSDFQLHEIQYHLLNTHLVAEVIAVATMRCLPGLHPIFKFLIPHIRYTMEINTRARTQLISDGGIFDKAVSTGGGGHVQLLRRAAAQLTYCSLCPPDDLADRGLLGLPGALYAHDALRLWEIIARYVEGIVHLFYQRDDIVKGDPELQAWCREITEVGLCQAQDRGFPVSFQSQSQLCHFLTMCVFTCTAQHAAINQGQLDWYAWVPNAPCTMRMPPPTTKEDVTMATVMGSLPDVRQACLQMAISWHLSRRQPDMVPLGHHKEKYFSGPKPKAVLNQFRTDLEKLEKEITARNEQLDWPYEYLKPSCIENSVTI
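Purified human 12hLO (150 nM final) in 25 mM Hepes, 0.01% Triton X-100, pH 7.0 was preincubated 15 min at room temperature with compound. Then 40 uM arachidonic acid was added, 30 min. Hydroperoxide was read by Fe-XO absorbance ratio 573/405 nm.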
Numbers without * were called inactive; ? = inconclusive; [ ] = another dose, or the depositor's remark. % is scaled to controls: 0 for no effect and ±100 for the full control effect; potency is read from the fitted curve at half-maximal effect.

ALOX12 inh	mol
38.4%[activator]	CCOc1ccc(C2Cn3nnc(-c4nc(-c5ccc(C(F)(F)F)cc5)no4)c3CO2)cc1 (configuration not stated)
-2.8%	COc1cccc(-c2cc(C3CCN(C(=O)Nc4cc(Cl)ccc4C)CC3)[nH]n2)c1
4.1%	CCOC(=O)C1=C(C)N(CCCC(=O)O)C(=O)NC1c1ccccc1OC(=O)c1cccs1 (configuration not stated)
-1.7%	CCCS(=O)(=O)NCc1c(C)ncc2c1CCN(C(=O)/C=C/c1ccccc1)C2
-17.4%	COC(=O)[C@@H]1Cc2ncn(Cc3ccc(Cl)cc3)c2CN1S(=O)(=O)c1cccs1
41.8%[activator][176 µM]	COCCNC(=O)[C@@H]1CCC[C@@H](NC(=O)c2ccno2)CN(C)C(=O)C1
-27.1%	CCOc1ccc(NC(=O)Cn2c(N3CCc4ccccc4C3)nc(C)cc2=O)cc1
-8.2%	CNC(=O)N1CCC(C2CCN(C(=O)c3ccco3)C2)CC1 (configuration not stated)
22.8%	COc1cccc(C(=O)N2C[C@@H](CO)[C@H](c3nc(C4CC4)no3)C2)c1C
17.4%	Cc1cc(=O)n(CC(=O)N2CCCC(C)(c3ccccc3)C2)nc1C (configuration not stated)
100µM*	CC1(CCCCc2ccccc2)COc2ccc(C(=O)NCCN3CCOCC3)cc2N1 (configuration not stated)
18.1%[176 µM]	c1coc(CN2CC[C@H](c3nnc(-c4ccncc4)o3)C2)c1
4.1%[6.33 µM]	CN(C)C(=O)N1Cc2ccccc2OC2(CCN(C(=O)Cc3cnc[nH]3)CC2)C1
34.4%[activator]	COc1ccccc1OCCNC(=O)C1Cn2cccc2C(=O)N1Cc1cccnc1 (configuration not stated)
7.2%	COc1cccc(NC(=O)CCC2CCN(C(=O)c3cc4ccccc4cn3)CC2)c1
4.0%[6.33 µM]	Cc1noc(C)c1[S+](=O)([O-])N1CCn2c(nn(-c3ccc(Cl)cc3)c2=O)C1
-1.4%[176 µM]	COc1ccccc1C(=O)N1CCCn2nc(C)c(-c3ccccc3-c3ccccc3)c21
19.7%[176 µM]	c1cncc(COc2cc3c(cn2)NCCN(Cc2ccc4[nH]ccc4c2)C3)c1
24.8%	Cc1nn(C)c(C)c1CCCN(C)C(=O)C1CCCN(Cc2cccnc2)CCC(=O)NCC1 (configuration not stated)
7.3%[176 µM]	Cn1c([C@H]2CCN(S(=O)(=O)c3ccc(F)cc3)C2)nc2ccccc21
67.2%[activator][176 µM]	Cn1c([C@H]2CCN(C3CCCCC3)C2)nc2ccccc21
40.7%[activator]	COC[C@@H]1CN(Cc2cn(C)nc2C)C[C@H]1c1ccncc1
35.6%[activator]	N#Cc1cccc(C2CCN(C(=O)C3CCN(C(=O)C4CC4)CC3)CC2)c1
1.0%	CN(CC1CCOCC1)C(=O)Cc1ccc(F)cc1

Single values from the entries so far:
Cn1c([C@H]2CCN(S(=O)(=O)c3ccc(F)cc3)C2)nc2ccccc21 in ALOX12 inh is listed with 7.3%[176 µM]
COc1ccccc1OCCNC(=O)C1Cn2cccc2C(=O)N1Cc1cccnc1 (configuration not stated) in ALOX12 inh is listed with 34.4%[activator]

Arranged by count of non-hydrogen atoms (highest first): part of the list above
ALOX12 inh	mol
-1.4%[176 µM]	COc1ccccc1C(=O)N1CCCn2nc(C)c(-c3ccccc3-c3ccccc3)c21
34.4%[activator]	COc1ccccc1OCCNC(=O)C1Cn2cccc2C(=O)N1Cc1cccnc1 (configuration not stated)
19.7%[176 µM]	c1cncc(COc2cc3c(cn2)NCCN(Cc2ccc4[nH]ccc4c2)C3)c1
35.6%[activator]	N#Cc1cccc(C2CCN(C(=O)C3CCN(C(=O)C4CC4)CC3)CC2)c1
7.3%[176 µM]	Cn1c([C@H]2CCN(S(=O)(=O)c3ccc(F)cc3)C2)nc2ccccc21
40.7%[activator]	COC[C@@H]1CN(Cc2cn(C)nc2C)C[C@H]1c1ccncc1

Next part.
ALOX12 inh	mol
12.3%	Cc1cc(C)nc(S[C@H]2C[C@@H](C(=O)N3CCN(c4ccccc4F)CC3)N(Cc3ccccc3F)C2)n1
24.4%	COCCn1cc(C(=O)NC2CCCc3c2[nH]c2c(Cl)cccc32)c2ccccc2c1=O (configuration not stated)
35.0%[activator]	Cc1noc([C@@H]2CN(Cc3c(F)cccc3F)C[C@H]2CO)n1
56.9%[activator]	O=C(c1cc(-c2ccc(F)cc2)n[nH]1)N1CCC(OCC2CC2)C1 (configuration not stated)
-0.1%[176 µM]	CC(C)(Oc1nn(CCOc2ccccc2)c2ccccc12)C(=O)Nc1cccnc1
-7.3%[176 µM]	C#CCNC(=O)[C@H]1C[C@@H](O)[C@H](O)[C@@H]2N=C(Nc3cccc(C(F)(F)F)c3)S[C@@H]21
4.5%	CCn1nccc1C(=O)N1CCN(C(=O)N2CC3CC(C2)[C@H]2CCCC(=O)N2C3)CC1 (some centres not stated)
-1.8%	CN(C)c1ccc(C(=O)N2CCCC(COc3ccccc3C(=O)N3CCCC3)C2)cc1 (configuration not stated)
-3.8%[176 µM]	Cc1nn2c(c1-c1ccccc1OCc1ccccc1)N(C(=O)c1cccnc1)CCC2
1.1%	Cc1ccc(NC(=O)N2CCC(CCNC(=O)c3cnccn3)CC2)cc1
20.7%	COc1cccc(C(=O)NC2CCN(c3cc(C(F)(F)F)ncn3)CC2)c1
7.9%[6.33 µM]	COc1cccc([S+](=O)([O-])N2CCn3ncc(C(=O)Nc4ccc(Cl)cc4Cl)c3C2)c1

Pulled by compound from above (two):
ALOX12 inh	mol
4.5%	CCn1nccc1C(=O)N1CCN(C(=O)N2CC3CC(C2)[C@H]2CCCC(=O)N2C3)CC1 (some centres not stated)
7.2%	COc1cccc(NC(=O)CCC2CCN(C(=O)c3cc4ccccc4cn3)CC2)c1

Going on with the list.
ALOX12 inh	mol
1.4%	COc1ccccc1-c1nc2nccc(-c3ccc(Br)s3)n2n1
18.5%	Cc1noc(-c2cn(C3CCN(C(=O)c4ccc(F)c(Cl)c4)CC3)nn2)n1
-12.1%	Cc1cc(F)ccc1NC(=O)CN1C(=O)NC2(CCOCC2)C1=O
52.2%[activator]	Nc1nc(C2CC(O)C2)cc(N2CCC(OCc3ccccn3)CC2)n1 (configuration not stated)
0.8%[176 µM]	CC(C)N[C@@H]1CO[C@H](CNC(=O)c2ccncc2)[C@H]1O
21.9%	Cc1ccc(C)c(CN2C(=O)NC3(CCN(C(=O)c4ccccn4)CC3)C2=O)c1
-1.4%[6.33 µM]	O=C(O)CCC(=O)N1CCCC2(Cc3ccccc3N(C(=O)C3CCCC3)C2)C1 (configuration not stated)
?	COc1cccc(-c2ncc3c(n2)OCCN(Cc2ccc(F)cc2F)C3=O)c1
97.9%[activator]	COc1cccc(C(=O)N2CCCC3(C2)Nc2cccnc2NC3=NCc2ccccc2)c1 (configuration not stated)
58.0%[activator]	N#Cc1cccc(NC(=O)N2CCC3(CCCN(C4CCCC4)C3=O)C2)c1 (configuration not stated)
22.5%	C=C(C)CN(C)C(=O)c1cc(CN2CCC(Cc3ccccc3)CC2)on1
30.0%[activator]	COC(c1ccc2c(c1)CN(C(=O)Cn1nc(C)c3ccccc3c1=O)CCO2)C1CCCCC1 (configuration not stated)
32.2%	COc1ccccc1CN1Cc2cc(NC(=O)C3CCCC3)ccc2OC(C)C1=O (configuration not stated)
-6.7%	CN(Cc1cc2ccccc2s1)C(=O)c1cc(CN2CCCC(O)C2)on1 (configuration not stated)
?	Cc1ccc(-n2[nH]c(C)c(N=Nc3cccc(-c4cccc(C(=O)O)c4)c3O)c2=O)cc1C
-0.4%	O=C(Nc1ccccc1C(F)(F)F)N[C@H]1CC[C@@]23CCCN2C(=O)CCC[C@H]3C1Cc1ccccc1 (some centres not stated)
13.5%[6.33 µM]	C[S+](=O)([O-])N1CC2ON=C(C(=O)NCc3ccc(F)cc3)C2C1 (configuration not stated)
-3.1%	O=C(CCc1ccc(-c2ccc(Cl)cc2)[nH]1)N[C@@H]1C[C@@H]2OCC[C@@H]21
-5.4%	COc1ccc(Cl)cc1-c1ccc2c(c1)C(=O)N1CC[C@H](NC(=O)c3cccs3)[C@H]1C(=O)N2
2.5%[176 µM]	O=C(Cn1cnnn1)NCc1ccc(-c2cnc3c(Oc4ccccc4)nccn23)cc1
62.0%[activator]	CCn1nccc1C(=O)Nc1cccc(-c2nnc3n2CCCC3)c1
34.1%[176 µM]	O=C(NCc1ccc(C(F)(F)F)cc1)[C@@H]1Cc2nc[nH]c2CN1Cc1ccccn1
27.4%	O=C(NCc1ccccc1)N1CCC(Cc2nc(-c3ccccc3)n[nH]2)C1 (configuration not stated)
54.0%[activator]	CS(=O)(=O)N1CCC(C2CCN(Cc3ccncc3)C2)CC1 (configuration not stated)

By substructure: the compounds so far containing a Cl atom
ALOX12 inh	mol
-2.8%	COc1cccc(-c2cc(C3CCN(C(=O)Nc4cc(Cl)ccc4C)CC3)[nH]n2)c1
-17.4%	COC(=O)[C@@H]1Cc2ncn(Cc3ccc(Cl)cc3)c2CN1S(=O)(=O)c1cccs1
4.0%[6.33 µM]	Cc1noc(C)c1[S+](=O)([O-])N1CCn2c(nn(-c3ccc(Cl)cc3)c2=O)C1
24.4%	COCCn1cc(C(=O)NC2CCCc3c2[nH]c2c(Cl)cccc32)c2ccccc2c1=O (configuration not stated)
7.9%[6.33 µM]	COc1cccc([S+](=O)([O-])N2CCn3ncc(C(=O)Nc4ccc(Cl)cc4Cl)c3C2)c1
18.5%	Cc1noc(-c2cn(C3CCN(C(=O)c4ccc(F)c(Cl)c4)CC3)nn2)n1
-3.1%	O=C(CCc1ccc(-c2ccc(Cl)cc2)[nH]1)N[C@@H]1C[C@@H]2OCC[C@@H]21
-5.4%	COc1ccc(Cl)cc1-c1ccc2c(c1)C(=O)N1CC[C@H](NC(=O)c3cccs3)[C@H]1C(=O)N2

(list continues)
ALOX12 inh	mol
13.4%	CCN(CC)C(=O)C(NC(=O)c1ccc(C)cc1)C1CCN(C(=O)c2cccc(OC)c2)CC1 (configuration not stated)
84.7%[activator]	CS(=O)(=O)N1CCC(C2CCN(Cc3cccs3)C2)CC1 (configuration not stated)
?	CCOC(=O)C[C@@H]1CCN(C(=O)c2ccccc2)C[C@@H]1CCN1CCC[C@H]1C(N)=O
19.9%	COc1ccc(S(=O)(=O)N2CCC(n3cnnc3C)CC2)cc1Cl
-11.6%	COC(=O)C1=C(C)N(Cc2ccccc2C(F)(F)F)C(=NCc2ccc3c(c2)OCO3)NC1c1ccccc1C(F)(F)F (configuration not stated)
21.1%	Cc1ncsc1C1N(C2CCN(C(=O)COc3ccccc3)CC2)C(=O)C12CCCC2 (configuration not stated)
53.1%[activator][176 µM]	COCCOc1ccnc(-c2noc([C@@H]3CCCN3Cc3ccc4c(c3)OCO4)n2)c1
5.2%	Cc1ccc2nc(CN(C)C(=O)c3ccc(C)c(N4CCNC4=O)c3)[nH]c2c1
79.1%[activator][176 µM]	Cn1ccc2c(C(=O)NCCc3cnc[nH]3)nc(-c3cccnc3)cc21
40.4%[activator]	Cn1nccc1C(=O)NCCC1CCN(C(=O)Nc2cc(F)ccc2F)CC1
92.3%[activator]	CN1C(=O)C2(CCN(C(=O)c3cn[nH]c3-n3cnnn3)CC2)c2ccccc21
3.1%	CO[C@H]1C(=O)N(C(C)C)[C@H]1C1CCN(S(=O)(=O)c2c(C)nn(C)c2C)CC1
3.7%[176 µM]	Cc1cc(F)ccc1OC1CN(Cc2ccc(F)cc2)C1
33.0%[activator]	Cc1ccc(CNC(=O)c2ccc3c(c2)CN(C2CCSCC2)CCO3)cc1
20.8%	COCCN1C(=O)c2ccccc2C(C(=O)Nc2nc3ccccc3[nH]2)C12CCCC2 (configuration not stated)
85.9%[activator]	CCn1ccnc1CN(C)Cc1cn(-c2ccccc2C)nc1-c1ccc(OC)c(F)c1
32.4%[activator]	CS(=O)(=O)N1CCCN(C(=O)NCc2ccccc2)CCNC(=O)CC1c1ccccc1 (configuration not stated)
0.4%[6.33 µM]	CS(=O)(=O)N1Cc2ccccc2CC2(CCN(Cc3ccccc3)C2)C1 (configuration not stated)
56.3%[activator]	CN(CC1CCOCC1)C(=O)c1ccc(C(F)(F)F)cc1
0.4%	Cc1ccc(S(=O)(=O)N2CCCC(CNC(=O)c3cccs3)C2)cc1 (configuration not stated)
48.5%[activator]	O=C(CC1CCN(C(=O)c2ccccc2)C1)NC1CC1 (configuration not stated)
33.0%[activator]	Cc1nc(-c2cn(C3CCCN(C(=O)COc4ccccc4)C3)nn2)no1 (configuration not stated)
0.5%	Cn1nccc1C(=O)NCC1CCC2(CCN(Cc3ccc(-c4ccc(Cl)cc4)o3)CC2)O1 (configuration not stated)
13.8%	Cc1cccc2nc(CNC(=O)CN3Cc4ccccc4OC(c4ccccc4F)C3)cn12 (configuration not stated)
4.6%	CC(C)N1C(=O)C2(CCCCC2)C1C(=O)N1CCCC1 (configuration not stated)
-1.8%	O=C(c1ccoc1)N1CCc2onc(C(c3ccccc3)c3ccccc3)c2C1
23.0%	Cc1ccc2[nH]c(CN(Cc3cnn(C)c3)C3CC3)cc(=O)c2c1
82.5%[activator][176 µM]	O=c1c2nc(Nc3cccc(F)c3)ccc2ncn1-c1cccnc1
-2.9%[176 µM]	CCNC(=O)N[C@H]1CO[C@H]2[C@@H]1OC[C@@H]2n1nnnc1Oc1cccc(N(C)C)c1

Compound activity: PubChem BioAssay, National Center for Advancing Translational Sciences (NCATS)

An excerpt; the hit share may differ from the screen's.
